Screening results deposited in PubChem by The Scripps Research Institute Molecular Screening Center.
PAFAH2 FP inh: PAFAH2 enzyme inhibitors, primary screen, biochemical, fluorescence polarization, human; Platelet-activating factor acetylhydrolase 2, cytoplasmic (Homo sapiens), Q99487; recombinant PAFAH2, FP-rhodamine activity probe; inhibition, % at 3.39 µM; hit rate 0.99% among 340,000;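 active = inhibition above the mean over all tested compounds plus 3 SD, cut at about 30% in these data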;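 also: inhibitors block probe labeling of enzyme so polarization drops; 0% = enzyme with DMSO and 100% = wells lacking PAFAH2 protein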
GSTO1 counter: inhibitors of recombinant GSTO1, primary screen, counter-screen for RBBP9 inhibitor project, biochemical, fluorescence polarization; activity-based probe fluorescence polarization; inhibition, % at 5.96 µM; hit rate 1.1% among 300,000; AID 1974, 2009;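 active = inhibition above the campaign mean inhibition plus 3 SD, cut at about 35% in these data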;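 also: 0% = GSTO1-1 with DMSO and 100% = wells lacking GSTO1-1 enzyme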
LYPLA2 inh: LYPLA2 inhibitors, primary screen, counter-screen for PME1 inhibitor project, biochemical, fluorescence polarization, FP-Rh probe ABPP; Acyl-protein thioesterase 2 (Homo sapiens), O95372; recombinant LYPLA2; inhibition, % at 5.9 µM; hit rate 0.38% among 320,000;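 active = inhibition above the screen-wide mean plus 3 SD, limit set per campaign, cut at about 26% in these data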;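 also: 0% = LYPLA2 with DMSO and 100% = wells lacking LYPLA2 enzyme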
PREPL inhibitor: PREPL enzyme inhibitors, primary screen, biochemical, fluorescence polarization; recombinant PREPL, fluorescence polarization activity-based probe; AID 2751, 2010; inhibition, % at 5.96 µM; Prolyl endopeptidase-like (Homo sapiens), Q4J6C6; hit rate 0.68% among 320,000; in the data active = inhibition above about 43%;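 also: 0% = enzyme with DMSO and 100% = wells lacking enzyme; many of its hits are not listed in these tables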
Target sequence (Q4J6C6 whole entry, looked up): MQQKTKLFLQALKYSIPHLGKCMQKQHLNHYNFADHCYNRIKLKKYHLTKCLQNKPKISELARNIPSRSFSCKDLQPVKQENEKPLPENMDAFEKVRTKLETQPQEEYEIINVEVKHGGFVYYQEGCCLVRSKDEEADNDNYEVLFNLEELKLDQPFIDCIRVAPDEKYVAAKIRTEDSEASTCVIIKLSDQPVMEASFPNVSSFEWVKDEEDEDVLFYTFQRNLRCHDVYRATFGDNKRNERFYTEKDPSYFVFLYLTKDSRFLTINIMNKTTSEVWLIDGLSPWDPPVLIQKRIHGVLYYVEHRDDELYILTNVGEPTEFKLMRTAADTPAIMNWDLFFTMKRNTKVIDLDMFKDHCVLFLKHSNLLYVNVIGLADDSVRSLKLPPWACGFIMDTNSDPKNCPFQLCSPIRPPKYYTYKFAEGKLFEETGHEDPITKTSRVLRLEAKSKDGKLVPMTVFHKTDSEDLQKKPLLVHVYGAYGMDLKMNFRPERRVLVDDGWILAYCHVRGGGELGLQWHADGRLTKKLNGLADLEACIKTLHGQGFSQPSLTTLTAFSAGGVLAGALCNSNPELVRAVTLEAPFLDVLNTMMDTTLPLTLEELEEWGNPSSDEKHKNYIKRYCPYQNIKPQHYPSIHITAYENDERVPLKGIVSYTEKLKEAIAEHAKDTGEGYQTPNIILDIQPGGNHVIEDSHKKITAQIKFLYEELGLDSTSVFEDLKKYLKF
LYPLA1 counter: LYPLA1 inhibitors, primary screen, counter-screen for PME1 inhibitor project, biochemical, fluorescence polarization, FP-Rh probe ABPP; hit rate 0.16% among 320,000; Acyl-protein thioesterase 1 (Homo sapiens), O75608; inhibition, % at 5.9 µM; recombinant LYPLA1;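 active = inhibition above the mean of all tested compounds plus 3 SD, set per campaign, cut at about 14% in these data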;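 also: inhibitors block serine hydrolase probe labeling of LYPLA1 so polarization falls; 0% = enzyme with DMSO and 100% = wells lacking LYPLA1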
PAD4 inh: human PAD4 inhibitors, primary screen, biochemical, fluorescence polarization, 1536-well format. Protein-arginine deiminase type-4 (Homo sapiens), Q9UM07. recombinant PAD4, RCA probe fluorescence polarization. inhibition, % at 6.36 µM. hit rate 0.41% among 330,000;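 active = percent inhibition above a cutoff equal to the mean of all tested compounds plus 3 SD, cut at about 15% in these data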;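 also: 0% = PAD4 with RCA probe and DMSO and 100% = probe without PAD4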
PAFAH1B3 FP inh: PAFAH1B3 enzyme inhibitors, primary screen, biochemical, fluorescence polarization, human. Platelet-activating factor acetylhydrolase IB subunit alpha1 (Homo sapiens), Q15102. recombinant PAFAH1B3, FP-rhodamine probe. inhibition, % at 3.39 µM. hit rate 0.28% among 340,000. AID 492972, 2010;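 active = inhibition above the screen-wide average of all tested compounds plus 3 SD, cut at about 25% in these data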;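 also: 0% = enzyme with DMSO only and 100% = wells lacking PAFAH1B3 protein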
Target sequence (Q15102 whole entry, looked up): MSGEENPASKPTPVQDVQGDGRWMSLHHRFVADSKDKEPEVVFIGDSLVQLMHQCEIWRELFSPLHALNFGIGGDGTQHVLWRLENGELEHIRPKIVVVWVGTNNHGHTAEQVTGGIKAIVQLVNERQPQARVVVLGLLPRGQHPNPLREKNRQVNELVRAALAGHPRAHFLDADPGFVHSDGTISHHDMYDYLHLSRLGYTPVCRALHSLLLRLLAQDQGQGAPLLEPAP
pPAFAH FP inh: pPAFAH enzyme inhibitors, primary screen, biochemical, fluorescence polarization, human; hit rate 1.5% among 330,000; recombinant pPAFAH, FP-rhodamine probe fluorescence polarization; inhibition, % at 3.39 µM;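 active = inhibition above the mean inhibition across the screen plus 3 SD, cut at about 25% in these data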;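 also: inhibitors block binding of the rhodamine activity-based probe so polarization drops; 0% = enzyme with DMSO and 100% = wells lacking pPAFAH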
PAFAH1B2 FP inh: PAFAH1B2 enzyme inhibitors, primary screen, biochemical, fluorescence polarization, human | Platelet-activating factor acetylhydrolase IB subunit alpha2 (Homo sapiens), P68402 | inhibition, % at 3.39 µM | hit rate 1.2% among 340,000 | recombinant PAFAH1B2, FP-rhodamine activity probe;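 active = inhibition above the mean of all tested compounds plus 3 SD, cut at about 24% in these data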;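 also: 0% = enzyme with DMSO and 100% = wells lacking PAFAH1B2; many of its hits are not listed in these tables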
The depositor's hits bear a star.

Screening COc1ccc(S(=O)(=O)NCCCCC(=O)O)cc1C(=O)O returned PAFAH2 FP inh -6, GSTO1 counter 0, LYPLA2 inh 5, PREPL inhibitor -7, LYPLA1 counter 2, PAD4 inh -5, PAFAH1B3 FP inh -5, pPAFAH FP inh 4 and PAFAH1B2 FP inh 0.
Screening Cc1oc2cc(OCc3cnn(-c4ccccc4)c3)ccc2c(=O)c1Oc1ccccc1F returned PAFAH2 FP inh -11, GSTO1 counter 3, LYPLA2 inh -5, PREPL inhibitor 11, LYPLA1 counter -4, PAD4 inh 3, PAFAH1B3 FP inh 5, pPAFAH FP inh -2 and PAFAH1B2 FP inh 4.
`O/N=C1\CCCc2c1nc(-c1ccccc1F)n2O` gave GSTO1 counter -9, LYPLA2 inh 2, PREPL inhibitor 6, LYPLA1 counter 2, PAD4 inh -1 and pPAFAH FP inh 3.
Screening Cc1ccccc1OCc1nc2ccccc2n1C returned PAFAH2 FP inh 4, GSTO1 counter -1, LYPLA2 inh 6, PREPL inhibitor -1, LYPLA1 counter 1, PAD4 inh -1, PAFAH1B3 FP inh 14, pPAFAH FP inh 1 and PAFAH1B2 FP inh 5.
COC(=O)/C(=C1/Oc2ccc(C)cc2S1)C(F)(F)F was read as PAFAH2 FP inh 6, GSTO1 counter 4, LYPLA2 inh 0, PREPL inhibitor 20, LYPLA1 counter -2, PAD4 inh 5, PAFAH1B3 FP inh 4, pPAFAH FP inh -1 and PAFAH1B2 FP inh -4.
`COc1ccc(C(=O)CSc2ccc3nnc(-c4cccnc4)n3n2)cc1` gave PAFAH2 FP inh 3, GSTO1 counter -6, LYPLA2 inh -1, PREPL inhibitor -16, LYPLA1 counter -2, PAD4 inh -2, PAFAH1B3 FP inh 1, pPAFAH FP inh -5 and PAFAH1B2 FP inh 0.
O=C(CSc1ncnc2c1cnn2CCO)Nc1cccc(C(F)(F)F)c1 was read as PAFAH2 FP inh -2, GSTO1 counter 7, LYPLA2 inh 2, PREPL inhibitor 3, LYPLA1 counter 0, PAD4 inh 3, PAFAH1B3 FP inh 1, pPAFAH FP inh -1 and PAFAH1B2 FP inh 1.
For CCCCCC1CC(CC(=O)Nc2ccc([N+](=O)[O-])cc2)OC1=O (stereo unspecified) the results were PAFAH2 FP inh 2, GSTO1 counter 5, LYPLA2 inh 35*, PREPL inhibitor -18, LYPLA1 counter 3, PAD4 inh -4, PAFAH1B3 FP inh 5, pPAFAH FP inh 2 and PAFAH1B2 FP inh -4.
Screening CC(Sc1nnc(COc2ccc(Cl)cc2)n1-c1ccccc1)C(=O)O (stereo unspecified) returned PAFAH2 FP inh 9, GSTO1 counter 5, LYPLA2 inh 1, PREPL inhibitor -18, LYPLA1 counter 2, PAD4 inh 2, PAFAH1B3 FP inh 8, pPAFAH FP inh -1 and PAFAH1B2 FP inh 12.
`Cc1ccc(NC(=O)C(C)c2ccc(-c3ccccc3)c(F)c2)c(C)c1` (stereo unspecified) gave PAFAH2 FP inh -5, GSTO1 counter 8, LYPLA2 inh 4, PREPL inhibitor 9, LYPLA1 counter -2, PAD4 inh 0, PAFAH1B3 FP inh 3, pPAFAH FP inh 5 and PAFAH1B2 FP inh 3.
Screening COc1ccc(-c2c(C)c3cc(O)ccc3oc2=O)cc1 returned PAFAH2 FP inh 0, GSTO1 counter 2, LYPLA2 inh -1, PREPL inhibitor 3, LYPLA1 counter -5, PAD4 inh 0, PAFAH1B3 FP inh 6, pPAFAH FP inh 2 and PAFAH1B2 FP inh 6.
Screening COc1ccccc1C(=O)OCC(=O)NC(C)CCc1ccccc1 (stereo unspecified) returned PAFAH2 FP inh 15, GSTO1 counter -4, LYPLA2 inh -2, PREPL inhibitor -17, LYPLA1 counter 3, PAD4 inh -4, PAFAH1B3 FP inh 6, pPAFAH FP inh 10 and PAFAH1B2 FP inh 3.
`C=CCN(c1ccc(C(=O)Nc2ccc(C)c(C)c2)cc1)S(C)(=O)=O` gave PAFAH2 FP inh -1, GSTO1 counter -2, LYPLA2 inh 1, PREPL inhibitor -2, LYPLA1 counter -5, PAD4 inh -5, PAFAH1B3 FP inh 7, pPAFAH FP inh 5 and PAFAH1B2 FP inh -5.
Screening CC1CCCN(c2ccc(C(=O)OCC(=O)N3c4ccccc4Sc4ccccc43)cc2[N+](=O)[O-])C1 (stereo unspecified) returned PAFAH2 FP inh 1, GSTO1 counter -1, LYPLA2 inh -1, PREPL inhibitor -6, LYPLA1 counter 0, PAD4 inh -3, PAFAH1B3 FP inh -1, pPAFAH FP inh 1 and PAFAH1B2 FP inh -1.
`COC(=O)C(F)(Sc1c(C)n(C)n(-c2ccccc2)c1=O)C(F)(F)F` (stereo unspecified) gave PAFAH2 FP inh -1, GSTO1 counter 2, LYPLA2 inh -2, PREPL inhibitor 3, LYPLA1 counter 2, PAD4 inh 48*, PAFAH1B3 FP inh 1, pPAFAH FP inh 4 and PAFAH1B2 FP inh 0.
Screening CC(=O)Nc1ccc(NC(=O)Cn2cnc(S(=O)(=O)N3CCOCC3)c2)cc1 returned PAFAH2 FP inh -8, GSTO1 counter 1, LYPLA2 inh 10, PREPL inhibitor 15, LYPLA1 counter 8, PAD4 inh 0, PAFAH1B3 FP inh 4, pPAFAH FP inh -2 and PAFAH1B2 FP inh 4.
`O=C1C=C(c2ccc(Oc3ccccc3)cc2)C[C@@H](c2ccc3c(c2)OCO3)C1` gave PAFAH2 FP inh -7, LYPLA2 inh 0, PREPL inhibitor -1, LYPLA1 counter 1, PAD4 inh -4, PAFAH1B3 FP inh 1, pPAFAH FP inh 3 and PAFAH1B2 FP inh -7.
`COc1ccc(CNC(=O)c2sccc2-c2ccccc2)cc1OC` gave PAFAH2 FP inh 9, GSTO1 counter 6, LYPLA2 inh 6, PREPL inhibitor 13, LYPLA1 counter -2, PAD4 inh 0, PAFAH1B3 FP inh 11, pPAFAH FP inh 10 and PAFAH1B2 FP inh 4.
C=CCOc1ccc(/C=C/C(=O)OCC(=O)N(C)CC(=O)Nc2ccccc2Cl)cc1 was read as PAFAH2 FP inh 4, GSTO1 counter 4, LYPLA2 inh 6, PREPL inhibitor -9, LYPLA1 counter -1, PAD4 inh -4, PAFAH1B3 FP inh -1, pPAFAH FP inh 7 and PAFAH1B2 FP inh 6.
CCn1c(=O)cc(C(F)(F)F)[nH]c1=S was read as PAFAH2 FP inh -2, GSTO1 counter 5, LYPLA2 inh 0, PREPL inhibitor -3, LYPLA1 counter 0, PAD4 inh -1, PAFAH1B3 FP inh 0, pPAFAH FP inh 0 and PAFAH1B2 FP inh 2.
`CCOc1ncccc1C(=O)OCC(=O)Nc1c(C)cc(C)cc1C` gave PAFAH2 FP inh 34*, GSTO1 counter -3, LYPLA2 inh -5, PREPL inhibitor 0, LYPLA1 counter -1, PAD4 inh -4, PAFAH1B3 FP inh 3, pPAFAH FP inh 26* and PAFAH1B2 FP inh 5.
O=C(NCc1cccc(Cl)c1)c1cc(COc2ccc3ncccc3c2)on1 was read as PAFAH2 FP inh 4, GSTO1 counter -27, LYPLA2 inh 39*, PREPL inhibitor -19, LYPLA1 counter 0, PAD4 inh -4, PAFAH1B3 FP inh 6, pPAFAH FP inh -4 and PAFAH1B2 FP inh 0.
For Cc1cc(C(=O)NC2CCCCC2C)c2ccccc2n1 (stereo unspecified) the results were PAFAH2 FP inh 0, GSTO1 counter 3, LYPLA2 inh -3, PREPL inhibitor 1, LYPLA1 counter 1, PAD4 inh -2, PAFAH1B3 FP inh 5, pPAFAH FP inh 2 and PAFAH1B2 FP inh 6.
COC(=O)c1c(NC(=O)CSc2nnnn2-c2ccc3c(c2)OCO3)sc(C)c1C was read as PAFAH2 FP inh 0, GSTO1 counter -2, LYPLA2 inh -3, PREPL inhibitor 10, LYPLA1 counter 1, PAD4 inh 0, PAFAH1B3 FP inh 10, pPAFAH FP inh -12 and PAFAH1B2 FP inh 3.
Screening COC(=O)c1cc(OC)c(OC)cc1NC(=O)CN1CCOCC1 returned PAFAH2 FP inh 7, GSTO1 counter 3, LYPLA2 inh 3, PREPL inhibitor 8, LYPLA1 counter 1, PAD4 inh -3, PAFAH1B3 FP inh -2, pPAFAH FP inh -1 and PAFAH1B2 FP inh 5.
`Cn1c(SCC(=O)Nc2ccc(NC(=O)c3ccccc3F)cc2)nnc1-c1ccncc1` gave PAFAH2 FP inh -7, GSTO1 counter 2, LYPLA2 inh 1, PREPL inhibitor 18, LYPLA1 counter 2, PAD4 inh -3, PAFAH1B3 FP inh 3, pPAFAH FP inh 0 and PAFAH1B2 FP inh 0.
`Cc1cc(C)nc(N2CCC(C(=O)Nc3ccc(Oc4ccccc4)cc3)CC2)n1` gave PAFAH2 FP inh 5, GSTO1 counter 10, LYPLA2 inh 0, PREPL inhibitor 1, LYPLA1 counter -2, PAD4 inh 1, PAFAH1B3 FP inh 108*, pPAFAH FP inh -2 and PAFAH1B2 FP inh 2.
CCCN1C(=O)c2ccccc2NC1c1ccc(Br)cc1 (stereo unspecified) was read as PAFAH2 FP inh -4, GSTO1 counter -1, LYPLA2 inh -2, PREPL inhibitor 1, LYPLA1 counter 1, PAD4 inh 4, PAFAH1B3 FP inh 5, pPAFAH FP inh -1 and PAFAH1B2 FP inh 1.
COc1ccc(-c2noc(CCN3C(=O)c4ccccc4C3=O)n2)cc1OC was read as PAFAH2 FP inh -1, GSTO1 counter 8, LYPLA2 inh 8, PREPL inhibitor 17, LYPLA1 counter 8, PAD4 inh 2, PAFAH1B3 FP inh -2, pPAFAH FP inh 5 and PAFAH1B2 FP inh 2.
`CCOc1ccccc1NS(=O)(=O)N(C)C` gave PAFAH2 FP inh -3, GSTO1 counter 2, LYPLA2 inh 1, PREPL inhibitor 18, LYPLA1 counter -2, PAD4 inh -2, PAFAH1B3 FP inh -2, pPAFAH FP inh -4 and PAFAH1B2 FP inh 1.
COc1ccc(S(=O)(=O)NCCC(=O)OCC(=O)NC2CC2)cc1 was read as PAFAH2 FP inh 3, PREPL inhibitor 6, PAD4 inh -3, PAFAH1B3 FP inh 0, pPAFAH FP inh 7 and PAFAH1B2 FP inh 4.
`COc1ccc(NC(=O)c2cccc(F)c2)cc1Cl` gave PAFAH2 FP inh 1, GSTO1 counter 15, LYPLA2 inh -1, PREPL inhibitor 0, LYPLA1 counter -4, PAD4 inh 3, PAFAH1B3 FP inh 0, pPAFAH FP inh -6 and PAFAH1B2 FP inh 1.
For COc1cc2c3c(c1)C(C)CC(C)(C)N3C(=O)C2=O (stereo unspecified) the results were PAFAH2 FP inh 4, GSTO1 counter 11, LYPLA2 inh 2, PREPL inhibitor 11, LYPLA1 counter -2, PAD4 inh 4, PAFAH1B3 FP inh 2, pPAFAH FP inh 1 and PAFAH1B2 FP inh 2.
`O=C1c2ccccc2C(=O)N1Cc1ccco1` gave PAFAH2 FP inh 3, GSTO1 counter -3, LYPLA2 inh -1, PREPL inhibitor -5, LYPLA1 counter 1, PAD4 inh -2, PAFAH1B3 FP inh 7, pPAFAH FP inh 3 and PAFAH1B2 FP inh 3.

These rows are one share of the data. The share of hits here may be higher or lower than overall.
